Screening results (PubChem)
S3 lipid droplet: qHTS Assay for Lipid Storage Modulators in Drosophila S3 Cells. Drosophila S3 cells, BODIPY lipid droplet fluorescence, 18-24 h; cells fed with added oleic acid. lipid storage change, negative = inhibition, % at the top dose, mostly 46.1 µM; hits show Potency in µM. actives 0.64% (n = 320,000). AID 2685; active = well fitted inhibition curve with a large enough effect in the signal ratio, with a control signal flat, not every such curve was filed as active; inconclusive = small, poorly fitted or top-dose-only effect, or effect the other way, or a change in a side signal; the % refers to the signal ratio
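Laser-scanning cytometry quantifies lipid droplet accumulation (500–530 nm total intensity; droplet/cell object ratio) in oleic acid-fed (400 uM added) Drosophila S3 cells treated with a concentration series. 20 uM Triacsin C defined 100% inhibition.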
S3 lipid droplet cell count max: recorded beside S3 lipid droplet, whose call it bears; cell number change, %; measured here: cell count max response;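 cells counted by Cell Tracker Red CMTPX staining in the red channel; peak over a dose series mostly up to 46.1 µM; percent activity relative to internal control wells on each plate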
The depositor's hits bear a star; i = inactive; ? = inconclusive; nt = not tested or not shown; [ ] = remark or other dose. % is scaled to controls: 0 for no effect and ±100 for the full control effect; potency is read from the fitted curve at half-maximal effect. Some of the compounds tested. The share of hits here may be higher or lower than overall.

SMILES	S3 lipid droplet	S3 lipid droplet cell count max
CCCOc1c(OC)cccc1C1CC(=O)Nc2cc(OC)c(OC)c(OC)c21 (centres undefined)	?	nt
Cc1ccccc1-n1c(SCC(=O)Nc2ccc3c(c2)OCO3)nnc1-c1ccccn1	0.2%	1.8
COc1nc(Nc2ccccc2F)nc(OC)n1	12.9%	0.7
CCOC(=O)CCSCC(=O)N1N=C(c2cccs2)CC1c1ccc(C)cc1 (centres undefined)	?	nt
CC(=O)c1ccc(N2C(=O)[C@@H]3[C@H](C2=O)[C@H]2c4ccccc4C=NN2[C@@H]3C(C)=O)cc1	i	nt
CC(C)Oc1ccc(C(CC(=O)NCCCN(C)C)c2ccc(F)cc2)cc1 (centres undefined)	?	nt
C#CCOCCOCCOCCNc1nc(N2CCN(C(=O)[C@H]([C@@H](C)CC)n3cc([C@@H](N)Cc4ccc(O)cc4)nn3)CC2)nc(N2CCN(C(=O)[C@H](CCCCN)n3cc([C@@H](N)C(C)CC)nn3)CC2)n1 (some centres undefined)	-8.2%	-0.7
COc1ccc(-n2ncc3c2CC(C)(C)CC3NC(=O)CCc2c(C)nn(C)c2C)cc1 (centres undefined)	?	nt
CCc1ccc(OCC(=O)NC(NC(=S)Nc2ccc(C)cc2C)C(Cl)(Cl)Cl)cc1 (centres undefined)	?	nt
COc1cc2[nH]c3c(N4CCN(c5ccccn5)CC4)ncnc3c2cc1OC	?	nt
COc1ccccc1CNC(=O)Cn1c(=O)oc2cc(Cl)ccc21	?	nt
COc1ccc(C(C)=O)cc1COC(=O)c1ccc(C)c(S(=O)(=O)N2CCOCC2)c1	?	nt
O=C(NNc1cccc(Cl)n1)c1c(F)cccc1F	?	nt
C=CCC1(CC=C)CCCN1C(=O)CC1C(=O)NCCN1Cc1ccccc1OC (centres undefined)	-3.6%	19.1
COc1ccc(-c2nnc(SC(=O)N3c4ccccc4Sc4ccccc43)o2)cc1	2.6%	-20.5
CCCCCCN1C=CC(=C2C(=O)c3ccccc3C2=O)C=C1	-6.5%	10.3
Cc1csc(NC(=O)c2ccc3c(=O)n4c(nc3c2)CCCCC4)n1	-8.4%	-0.3
CCOc1ccc(CN(C)C(=O)CNC(=O)c2ccc(Br)o2)cc1OC	?	nt
O=C(CCC1CCCC1)NNC(=O)c1ccccc1O	-28.0%[0.0737 µM]	10.4
CCC(CC)COC(=O)C1=C(C)NC(=O)NC1c1cc(OC)ccc1OC (centres undefined)	i	-9.9
CN1Cc2cccc3c2C(Cc2ccccc2S3)C1 (centres undefined)	?	nt
Cc1c(O)ccc(C(=O)CN2CCN(Cc3ccc4c(c3)OCO4)CC2)c1O	18.3%	nt
O=C(NCC(=O)N1CCN(C(=O)c2ccco2)CC1)c1ccc(Br)cc1	?	nt
O=C(NCCC1=CCCCC1)c1coc(=O)c(Br)c1	1.6%	-0.8
CCOC(=O)CSc1cc(C)nc2ccc(OC)cc12	8.1%	21.0

Rewritten in markdown: entries from further up.
| mol | S3 lipid droplet | S3 lipid droplet cell count max |
| --- | --- | --- |
| O=C(NNc1cccc(Cl)n1)c1c(F)cccc1F | ? | nt |
| CCCOc1c(OC)cccc1C1CC(=O)Nc2cc(OC)c(OC)c(OC)c21 (centres undefined) | ? | nt |
| COc1ccc(-n2ncc3c2CC(C)(C)CC3NC(=O)CCc2c(C)nn(C)c2C)cc1 (centres undefined) | ? | nt |
| CCOc1ccc(CN(C)C(=O)CNC(=O)c2ccc(Br)o2)cc1OC | ? | nt |

Remaining list, next part.
SMILES	S3 lipid droplet	S3 lipid droplet cell count max
O=C(Nc1ccccn1)c1ccc(Br)s1	?	nt
Cc1ccc2c(c1)C1CN(C)CCC1N2S(=O)(=O)c1ccc(Oc2ccc([N+](=O)[O-])cc2)cc1 (centres undefined)	-8.7%	-0.4
CCn1cc(C(C)(C)C)c(C#N)c1NC(C)=O	?	nt
COc1ccc(N2C(=O)N3[C@H](c4ccc(Cl)cc4)[C@@H]4C(=O)N(C5CCCCC5)C(=O)[C@@H]4[C@]3(C)C2=O)cc1	?	nt
COc1ccc(/C=N/NC(=O)Cc2ccc(Cl)cc2)cc1OC	-6.3%	6.3
CCNC(=O)C/C(C)=N/NC(=O)C1CCCCC1	0.7%	12.5
Cc1ccc(C(=O)N/N=C\c2ccc([N+](=O)[O-])o2)cn1	?	nt
Cc1c(NC(=O)COC(=O)c2ccc[nH]c2=O)c(=O)n(-c2ccccc2)n1C	-9.6%	-5.2
CCCN(C(=O)CCNC(=O)c1ccc(Cl)cc1)c1c(N)n(Cc2ccccc2)c(=O)[nH]c1=O	?	nt
CCC(=O)N1c2ccccc2NC2=C(C(=O)CC(C)(C)C2)C1c1cccnc1 (centres undefined)	?	nt
O=S(=O)(CCc1ccccc1)/N=C/c1cccs1	?	nt
O=C(O)c1ccccc1C(=O)OCc1c(-c2ccccc2)ncc2ccccc12	?	nt
CN(C)c1ccc(NC(=O)c2cccc([N+](=O)[O-])c2)c2ccccc12	?	nt
Cc1ccc2nc(-c3ccccn3)cc(C(=O)NC3CCN(C)CC3)c2c1	25.9µM*	nt
COc1ccc(C(=O)c2ccc(N3CCN(C4CC(=O)NC4=O)CC3)cc2)cc1F (centres undefined)	6.1%	-15.2
Cc1nc(SCc2ccccc2)c(C(F)(F)F)c(=O)[nH]1	14.6%	-4.1
CCCCCCC(=O)Nc1nc(C)c(-c2csc(Nc3cc(Cl)ccc3OC)n2)s1	?	nt
Nc1ncc(-c2cc3ccccc3oc2=O)s1	?	nt
CCOC(=O)c1cc(-c2cccs2)nn1CCC#N	?	nt
Cc1cc(C)cc(C(=O)Oc2coc(CSc3nnc(NC(=O)C4CC4)s3)cc2=O)c1	?	nt
COCC(C)OC(=O)c1c(N)n(CC(C)C)c2nc3ccccc3nc12 (centres undefined)	?	nt
CCCCNC(=O)Nc1ccccc1CC	?	nt
COc1ccc(S(=O)(=O)N2CCCOC2CNC(=O)C(=O)NCc2ccccn2)cc1 (centres undefined)	14.6%	-1.6
CC(=O)Nc1ccccc1C(=O)C(=O)Nc1cccc(C(=O)NCC2CCCO2)c1 (centres undefined)	13.1%	nt
O=C(Nc1cccnc1)c1ccc2ccccc2c1O	0.3%	17.4
SMILES	S3 lipid droplet	S3 lipid droplet cell count max
CCN(c1ccccc1)S(=O)(=O)c1cccc(C(=O)NCC(c2cccs2)N2CCOCC2)c1 (centres undefined)	i	-17.7
O=C(Nc1ccccc1)c1ccc(NC(=O)c2cccs2)cc1	25.2%	12.4
Cc1ccc(C(=O)OCc2cn3ccccc3n2)cc1	?	nt
Cc1cc(NC(=O)c2ccc3c(c2)OCCO3)ccc1NC(=O)c1ccco1	?	nt
COc1ccc(CN(C)C(=O)c2ccc(NS(=O)(=O)c3ccc4[nH]c(=O)[nH]c4c3)cc2)c(OC)c1	?	nt
CCN(CC)CCCC(C)NC1=NCCCCC1 (centres undefined)	?	nt
CC(C)CC(=O)Nc1ccccc1N1CCCC1	6.6%	3.9
CC(=O)Nc1ccc(S(=O)(=O)Nc2nnc(C3CCCCC3)s2)cc1	3.66µM*	6.5*
COc1ccc(-c2csc(NC3=NCCCCC3)n2)cc1	-11.8%	2.0
Nc1cc(=O)[nH]c(SCC(=O)N2N=C(c3ccc4ccccc4c3)CC2c2ccccc2)n1 (centres undefined)	?	nt
Cc1cc(=O)[nH]c(SCC(=O)Nc2nonc2C)n1	?	nt
CCSCCNC(=O)c1cc(-n2cnnc2)ccc1Cl	-6.7%	1.7
CCOCCCN1C(=O)CN(C2CCCCC2)C(=O)C1c1ccc(OC)c(OC)c1 (centres undefined)	-19.3%	-24.7
CN(CC(=O)Nc1ccc(Cl)cc1)C(=O)CCNC(=O)c1ccc(Cl)cc1	i	4.3
O=C(CSc1nc(C(F)(F)F)cc(=O)[nH]1)NCC1CCCO1 (centres undefined)	-7.1%[0.0737 µM]	-5.4
COc1ccc(CNC(=O)COC(=O)c2cc3ccccc3o2)cc1	i	nt
O=C(COc1ccc2ccc(=O)oc2c1)NCCCn1ccnc1	?	nt
CC(C)(C)OC(=O)NC(CNCc1ccccc1)Cc1ccccc1 (centres undefined)	?	nt
COc1cc(OC)cc(C(=O)NCC(=O)Nc2ccc(-c3ccccc3)cc2)c1	?	nt
COc1ccc(-c2cc3ncc(-c4ccccc4)c(N)n3n2)cc1	14.7%	24.0
CC(=O)c1cc(-c2ccc(F)cc2)n(CCC(=O)Nc2cccc(C)n2)c1C	-7.9%	-19.5
CCOC(=O)N1CCN(S(=O)(=O)N2CCCC(C(=O)NCCCN3CCC(C)CC3)C2)CC1 (centres undefined)	1.4%	nt
COc1ccc2[nH]c(=O)c(CN(CC3CCCO3)C(=S)Nc3cccc(C)c3)cc2c1 (centres undefined)	-2.0%	-8.4
CC(C)NC(=O)NC(=O)CSc1nncs1	-10.3%	-29.7
O=C(Cc1ccccc1[N+](=O)[O-])Nc1ccc2c(c1)OCCO2	-1.1%	0.2
SMILES	S3 lipid droplet	S3 lipid droplet cell count max
CCCc1cc(=O)n2nc(N3CCC(C(=O)Nc4cccc(C(C)=O)c4)CC3)sc2n1	?	nt
COc1ccc(OC)c(CNC(=O)C2CCCN(S(=O)(=O)N3CC(C)CC(C)C3)C2)c1 (centres undefined)	7.6%	nt
O=c1c2ccccc2nc(SCc2nc3ccccc3s2)n1Cc1ccco1	20.2%	-4.0
CC(=O)Nc1cccc(Oc2ccc(-c3noc(C)n3)cc2)c1	?	nt
COCCOC(=O)C1=C(C)NC(=O)NC1c1cc2c(cc1Br)OCO2 (centres undefined)	?	nt
c1ccc(CCN(Cc2ccccc2)Cc2nc(C3CC3)no2)cc1	?	nt
O=C1N(Cc2cccnc2)C[C@@H]2C[C@@H](c3cccc(OCc4ccccc4)c3)N3CCC[C@@]123	-8.0%	-15.4
Cc1ccc(/C(O)=C2\C(=O)C(=O)N(C)C2c2ccc(F)cc2)cc1 (centres undefined)	15.8%	0.7
CC1CCN(C(=O)C2CCN(c3nnc(-n4cccc4)s3)CC2)CC1	?	nt
S=C(Nc1ccc(Br)cc1)N1CCN(c2ccccn2)CC1	?	nt
CCCCc1c(O)nc(SCC(=O)NCC2CCCO2)[nH]c1=O (centres undefined)	?	nt
Cc1ccc(C(=O)NC(=O)CSc2nncn2C)cc1	?	nt
O=C(NCCCN1CCOCC1)c1ccc2nc(Cc3ccccc3F)oc2c1	i	-18.7
COC(=O)c1cc(-c2ccc(S(=O)(=O)N3CCCC3)cc2)c(C(F)(F)F)s1	?	nt
COc1ccc(-c2[nH]ncc2CN(CC2CCC(=O)N2)C(C)C)cc1F (centres undefined)	-1.5%	-1.8
Cc1ccccc1/C=C/C(=O)NCC(=O)N1CCC(N(C)C2CCCCC2C)CC1 (centres undefined)	?	nt
COC(=O)CNC(=O)C1CC(=O)N(CCc2ccc(F)cc2)C1 (centres undefined)	?	nt
COc1cc(NC(=O)c2cncc(-c3ccc(C#N)cc3)c2)cc(C(=O)Nc2cccc(C(F)(F)F)c2)c1	?	nt
CCOCCCNC(=O)CSc1ccccc1	?	nt
COC(=O)c1ccc(CSc2nnc3nc(C)cc(C)n23)cc1	-3.5%	17.4
O=C(NCc1ccco1)Nc1cccs1	?	nt
COc1ccc(Nc2ccc(N3C(=O)CC(C)C3=O)cc2[N+](=O)[O-])cc1OC (centres undefined)	-0.1%	nt
Cc1cccc(N2CCN(C(=O)c3ccc(Cl)c(NC4=NC5CS(=O)(=O)CC5S4)c3)CC2C)c1 (centres undefined)	i	-16.7
COc1cc2oc(=O)cc(C)c2c(OC)c1OC	1.4%	2.7
CN(C(=O)COC(=O)CCc1nc2ccccc2c(=O)[nH]1)C1CCS(=O)(=O)C1 (centres undefined)	-17.9%	-1.9
SMILES	S3 lipid droplet	S3 lipid droplet cell count max
O=C(NCc1cccnc1)c1cccs1	-22.0%	-7.7
CCc1ccc2oc(-c3ccc(NC(C)=O)cc3)nc2c1	11.6µM*	nt
COc1cccc(-n2c(SCC(=O)NCC3CCCO3)nc3c(c2=O)SCC3)c1 (centres undefined)	-3.7%	7.6
O=S(=O)(c1cc(F)ccc1F)N1CCN2CCCC2C1 (centres undefined)	?	nt
Cc1ccc(C(=O)Nc2ccccc2C(=O)NCc2ccccc2)cc1	?	nt
O=C(CSc1nc2ccccc2o1)Nc1ccccc1N1CCCCCC1	-5.8%	-0.8
O=C(c1cc(COc2ccc(F)cc2Cl)on1)N1CCN(C2CCCC2)CC1	?	nt
COc1ccc(-c2nsc3c(SCC(=O)Nc4cc(C)ccc4C)ncnc23)cc1	11.9%	16.7
COc1ccc(NS(=O)(=O)c2c(F)cc(F)c(Cl)c2F)cc1S(=O)(=O)N1CCCCC1	?	nt
O=C(CSc1nnc(-c2ccc(F)cc2)c2ccccc12)Nc1c(F)cccc1F	5.2%	3.6
S=c1[nH]nc(COc2ccc3c(c2)OCO3)n1-c1ccccc1	i	-4.0
Cc1ccc2c(CC(=O)NCC3COc4ccccc4O3)coc2c1 (centres undefined)	19.3%	-4.9

Profiles as entered above. Screens in order: S3 lipid droplet	S3 lipid droplet cell count max
Results for O=C(CSc1nnc(-c2ccc(F)cc2)c2ccccc12)Nc1c(F)cccc1F = 5.2%	3.6
Results for O=C(NCc1cccnc1)c1cccs1 = -22.0%	-7.7
Results for S=c1[nH]nc(COc2ccc3c(c2)OCO3)n1-c1ccccc1 = i	-4.0
Results for O=C(c1cc(COc2ccc(F)cc2Cl)on1)N1CCN(C2CCCC2)CC1 = ?	nt
Results for Cc1ccc2c(CC(=O)NCC3COc4ccccc4O3)coc2c1 (centres undefined) = 19.3%	-4.9

Taken from the entries so far for reference:
SMILES	S3 lipid droplet	S3 lipid droplet cell count max
O=C(NCc1cccnc1)c1cccs1	-22.0%	-7.7
CCc1ccc2oc(-c3ccc(NC(C)=O)cc3)nc2c1	11.6µM*	nt
